# ADAM17 inh – inhibits human ADAM17; inhibition, % at 6.95 µM; 370,000 compounds, 0.83% hits; AID 720648; P78536; recombinant ADAM17, EDANS/DABCYL FRET peptide cleavage;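 active means inhibition above the mean of compounds lying between control limits plus 3 SD, set per campaign, cut at about 8.5% in these data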;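 further: 0% = DMSO-only wells as the low control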
# Target sequence (P78536 215-824 limits assumed): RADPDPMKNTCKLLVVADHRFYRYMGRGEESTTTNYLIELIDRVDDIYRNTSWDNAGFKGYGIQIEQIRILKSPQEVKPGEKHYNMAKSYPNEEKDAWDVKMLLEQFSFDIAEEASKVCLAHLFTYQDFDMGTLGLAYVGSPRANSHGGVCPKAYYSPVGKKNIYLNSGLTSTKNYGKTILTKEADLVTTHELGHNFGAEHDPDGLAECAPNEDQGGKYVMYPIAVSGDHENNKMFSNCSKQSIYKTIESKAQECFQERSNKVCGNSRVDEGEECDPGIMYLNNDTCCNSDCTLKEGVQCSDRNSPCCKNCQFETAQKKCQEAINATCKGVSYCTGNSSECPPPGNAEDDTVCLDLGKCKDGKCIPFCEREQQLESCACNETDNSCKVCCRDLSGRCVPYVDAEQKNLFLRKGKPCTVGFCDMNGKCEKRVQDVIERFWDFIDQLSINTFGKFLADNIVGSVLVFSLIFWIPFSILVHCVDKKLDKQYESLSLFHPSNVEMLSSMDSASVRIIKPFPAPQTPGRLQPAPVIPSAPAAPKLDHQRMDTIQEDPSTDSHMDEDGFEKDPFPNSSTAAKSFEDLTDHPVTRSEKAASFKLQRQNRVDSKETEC
# SMARCA2 act – activators of SMARCA2 function; activation, % at 9.1 µM; 370,000 compounds, 1% hits; MG213 cells, MMTV-luciferase reporter, dexamethasone, overnight; in the data active means activation above about 7.8%;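 further: 0% = vehicle wells and 100% = reference activator wells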
# DAX1 inh-1 – blocks DAX1 repression of SF-1 activated StAR promoter. AID 652010. 370,000 compounds, 1.1% hits. inhibition, % at 6.8 µM. HEK293T StAR-luciferase reporter, SF-1/DAX-1 repression relief;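 active means inhibition above the mean over all tested compounds plus 3 SD, cut at about 3.6% in these data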;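 further: 0% = DAX-1 cells with DMSO and 100% = cells lacking DAX-1 with DMSO; higher inhibition means more luminescence from relief of DAX-1 repression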
# PLC-beta3 inh – PLC-beta3 (human) inhibition, primary screen; AID 720704; Purified PLC-beta3, fluorogenic substrate, fluorescence; Q01970; inhibition, % at 12.2 µM; 370,000 compounds, 0.18% hits; in the data active means inhibition above about 11%;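 further: 0% = median of compound wells on plate and 100% = full blocker control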
# DAX1 inh-2 – inhibits human nuclear receptor DAX1; P51843; HEK293 Gal4-DAX1 luciferase reporter, luminescence; inhibition, % at 6.75 µM; 340,000 compounds, 0.99% hits; AID 504766;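 active means inhibition above the mean over all tested compounds plus 3 SD, cut at about 4.2% in these data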;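 further: 0% = DAX1-transfected cells with DMSO and 100% = empty-vector control cells with DMSO; inhibition shows as a rise in luminescence from relieved DAX1 repression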
# Target sequence (P51843 207-470 limits assumed): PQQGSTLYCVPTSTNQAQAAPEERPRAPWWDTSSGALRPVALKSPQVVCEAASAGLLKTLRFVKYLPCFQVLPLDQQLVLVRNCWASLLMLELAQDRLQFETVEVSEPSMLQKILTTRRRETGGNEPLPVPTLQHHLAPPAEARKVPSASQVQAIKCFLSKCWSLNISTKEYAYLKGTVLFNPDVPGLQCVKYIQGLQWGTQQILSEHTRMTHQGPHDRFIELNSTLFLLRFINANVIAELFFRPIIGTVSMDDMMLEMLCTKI
# hgDAF-12 ag – hgDAF-12 agonism, primary luciferase screen; HEK293 GAL4-hgDAF12 UAS-luciferase reporter, agonist luminescence; normalized to butyrate control; activation, % at 6.8 µM; 370,000 compounds, 1.8% hits;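 active means activation above a cutoff set at the mean of all screened compounds plus 3 SD, cut at about 10% in these data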;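 further: 0% = DMSO wells and 100% = sodium butyrate wells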
# ssDAF-12 act – activates DAF-12 receptor from parasite S. stercoralis; activation, % at 6.8 µM; HEK293 ssDAF-12/GRIP1 lit1-tk-luc reporter, luminescence; % of 3 µM dafachronic acid response; AID 652126; 370,000 compounds, 1% hits;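 active means activation above the mean over all tested compounds plus 3 SD, cut at about 0.9% in these data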;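 further: 0% = DMSO-only wells and 100% = 3 µM delta7-dafachronic acid wells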
# hcDAF12 agonist – activators of H. contortus DAF-12 nuclear receptor; 370,000 compounds, 1.4% hits; HEK293 hcDAF-12 lit1-tk-luc reporter, luminescence; 0% DMSO, 100% Δ7-dafachronic acid; activation, % at 6.8 µM;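 active means activation above the mean of all tested compounds plus 3 SD, cut at about 5.5% in these data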;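 further: 100% = response to 3 µM Δ7-dafachronic acid high control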
# PLCg1 inh – inhibitors of human phospholipase C gamma1; inhibition, % at 12.2 µM; P19174; purified PLC-gamma1, fluorogenic substrate, fluorescence; 370,000 compounds, 0.84% hits; AID 720700; in the data active means inhibition above about 9.5%
# MBD2 DNA inh – blocks human MBD2 binding to methylated DNA. 370,000 compounds, 0.31% hits. inhibition, % at 4.4 µM. Q9UBB5. TR-FRET, MBD2 binding to methylated oligonucleotide. AID 686964; in the data active means inhibition above about 13%
# NR1D1 modulator – modulators of human Rev-erb alpha DNA binding; Rev-erbα–FITC-DNA binding, fluorescence polarization, 90 min; activity, % at 10 µM; 370,000 compounds, 0.79% hits; AID 1259318;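 active means activity above about 14%, limit read from the data; passing the limit was not always enough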;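 further: 0% = DMSO wells with 35 nM protein and 100% = DMSO wells with 750 nM protein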
# * = called active by the depositor; · = no result given; & = joins results of further samples. Compounds as they come. Share with any hit: about 7.4%.
SMILES,ADAM17 inh,SMARCA2 act,DAX1 inh-1,PLC-beta3 inh,DAX1 inh-2,hgDAF-12 ag,ssDAF-12 act,hcDAF12 agonist,PLCg1 inh,MBD2 DNA inh,NR1D1 modulator
O=C1CC(/C=C/c2ccc([N+](=O)[O-])cc2)=Nc2ccccc2N1,2,2,-0.7,-4,-0.7,0.2,-1.2,-1.6,-43,-4,-3
CCC(=O)N1N=C(c2ccccc2)CC1c1ccc([N+](=O)[O-])cc1 (centres undefined),0,2,0.0,-2,-0.5,-0.4,-1.9,0.9,0,4,-1
Cn1cnnc1SCC(=O)N/N=C/c1ccc(OCC(N)=O)cc1,-6,-3,0.3,-4,-0.2,-0.7,-0.4,-1.2,-1,4,-1
Cc1ccc(O)c(Nc2nc(-c3ccccc3)nc3ccccc23)c1,1,0,-1.1,-37,0.0,-1.5,-1.8,-2.0,-22,2,1
CCCCCCCCNS(=O)(=O)CC1NCc2ccccc21 (centres undefined),-3,-2,-0.1,-9,·,2.8,-0.4,0.6,-8,-3,-4
O=C(NC1CCCCC1)C(c1ccccn1)N(C(=O)c1csnn1)C1CC1 (centres undefined),0,0,-0.1,4,·,-3.5,-1.1,-1.1,1,1,8
Cc1cc(C(=O)N2CCN(Cc3ccccc3)CC2)ccc1[N+](=O)[O-],0,0,-1.0,0,0.5,-1.4,-0.8,-0.4,4,-4,3
Cc1ccc(NS(=O)(=O)c2ccc(Cl)nc2)c(C)c1,-1,-1,0.7,-3,0.9,-1.1,0.2,-0.5,8,-6,-2
O=C(CSc1nnc(COc2ccc(F)cc2)o1)N1c2ccccc2CCc2ccccc21,8,-2,-0.7,-3,-0.9,-1.4,-1.7,-2.3,2,-5,-3
COC(=O)c1c(NC(=O)CCl)sc(C(=O)N2CCOCC2)c1C,0,2,-1.2,-5,-2.0,-1.6,-1.4,-1.2,-1,0,-1
CC1(C)Cc2c(cnn2-c2ccc(F)cc2)C(NC(=O)CN2CCCC2=O)C1 (centres undefined),1,-1,1.2,6,-0.4,-0.2,-0.9,0.8,8,-3,-3
C[C@H]1[C@@H](C(=O)N2CCCC2)CC(=O)/C(=N/OCc2ccccc2)C[C@@H]1c1ccccc1,-1,-3,-0.5,-1,·,0.5,-1.2,0.0,2,0,0
O=C(Nc1c(C(=O)N2CCN(c3ccccn3)CC2)oc2ccccc12)c1cccc([N+](=O)[O-])c1,-1,3,0.2,-3,-0.4,3.3,-1.2,-0.8,-2,-4,-1
O=C(O)CCSc1nc2ccccc2c(=O)[nH]1,0,0,0.0,-1,0.1,1.9,-1.0,-1.4,1,-2,4
O=C(c1ccc(=O)[nH]n1)N1CCN(S(=O)(=O)c2ccc3ccccc3c2)CC1,-5,-4,-0.8,-4,-0.8,-1.0,-2.1,-0.6,-1,-2,-2
Cc1noc2c1C(c1ccc(N(C)C)cc1)C1=C(CC(C)(C)CC1=O)N2 (centres undefined),-1,-2,-0.1,-23,1.1,-1.8,-1.4,-1.7,-12,-6,0
CC1c2[nH]c3ccccc3c2CCN1C(=O)Nc1ccccc1 (centres undefined),-1,2,-1.1,-3,-1.0,0.9,-1.2,-1.2,-2,1,-2
CC(CN(C)C)CN1c2ccccc2Sc2ccccc21 (centres undefined),-7,0,0.1,-2,1.8,0.3,-1.9,-1.4,0,-4,5&3
O=C(COC(=O)C1COc2ccccc2O1)Nc1ccccc1OC(F)F (centres undefined),-2,-1,-1.1,-4,0.9,0.7,-0.3,2.7,0,-7,12
COc1ccc(/C=N/Nc2ncc(C(F)(F)F)cc2Cl)cc1OC,-8,0,-0.3,-42,0.6,-0.2,-1.6,-2.8,-31,-1,0
CCCCN(C(=O)C(C)Oc1ccc(Br)cc1)c1c(N)n(CC(C)C)c(=O)[nH]c1=O (centres undefined),-4,0,-0.4,-5,-0.1,2.2,-0.8,0.3,-1,1,4
CC(C)CCNC(=O)C(c1ccco1)N(Cc1cccs1)C(=O)Cn1nnc2ccccc21 (centres undefined),-2,-4,0.6,0,-0.1,-1.7,-1.7,-1.8,0,1,-3
COc1cccc(NC(=O)CSc2nc3ccccc3nc2N2CCOCC2)c1,1,-1,-0.4,-13,0.6,-1.8,-1.2,-3.8,-13,3,-3
CC(C)(C)NC(=O)C1CC1(c1ccccc1)c1ccccc1 (centres undefined),-1,-3,-0.7,-3,1.9,-3.3,-1.3,-1.5,-1,-1,-5
CCOc1ccc(N2C(=O)/C(=C/c3ccco3)N(C)C2=S)cc1,-2,0,0.0,3,-1.4,-0.1,-0.9,-0.6,-3,-4,-5
COc1cc(/C=N/NC(=O)Cc2ccccc2)ccc1Oc1ccc([N+](=O)[O-])cc1[N+](=O)[O-],-2,1,0.1,0,2.1,-1.6,-1.6,1.3,0,-1,-5
CCOc1ccc(C(=S)N2CCCC2)cc1OCC,0,-2,-0.5,-2,0.9,0.3,-1.6,-2.6,2,-2,-7
CC(=O)c1c(C)[nH]c(C(=O)NNC(=O)c2ccc(Br)cc2)c1C,3,3,1.9,-6,0.7,-1.0,-1.0,0.6,2,-1,-6
Cc1cc(Cl)c(C)c(S(=O)(=O)N2CCN(CC(=O)N3CCOCC3)CC2)c1Cl,2,-1,1.2,-13,-0.3,-5.2,-0.7,-1.0,4,-3,-8
O=C(Nc1ccccn1)C1CCCN(c2ncnc3c2nc2n3CCCCC2)C1 (centres undefined),-3,-1,-0.2,-9,-0.5,-0.5,-1.0,-0.7,1,2,-7
c1coc(-c2nc(-c3ccncc3)no2)c1,-1,0,1.0,-4,0.6,13*,1.7*,4.5,3,2,-2
COc1ccccc1NC(=O)C1CCCN(c2nc(C)cc(C)n2)C1 (centres undefined),-6,-2,-0.7,-5,-0.8,1.3,-1.3,-3.8,0,10,-8
CCCCCCCCCSc1n[nH]c(N)n1,2,1,-0.2,-10,0.2,0.3,-0.6,-0.9,4,-5,-3
CCOc1ccc(NC(=O)N2CCC(n3nnc4cc(C)ccc43)CC2)cc1,0,-2,-0.4,3,-0.6,-1.4,-1.8,-0.6,1,3,-3
CCn1c(CNC(=O)C(C)(C)C)nc2ccccc21,-6,-3,-0.4,-5,0.4,2.1,-0.1,-0.5,3,9,-1
COc1ccccc1OCc1ccc(C(=O)NCCN(C)C)o1,-3,0,0.3,3,0.5,0.3,-0.5,1.1,2,-2,-1
O=c1c2c3n(c(=S)nc2[nH]n1-c1ccccc1)CCCCC3,0,4,-0.3,5,-0.1,1.4,-1.4,-1.3,3,-1,-3
CN(C)C(=O)C(=O)c1cccn1-c1ccccc1C#N,-1,-1,-0.5,-1,1.4,-2.8,-1.5,-2.8,0,0,4
O=c1c2[nH]c3ccc(F)cc3c2ncn1CCC1=CCCCC1,0,-1,0.0,-6,0.2,0.3,-0.9,-0.2,-1,-2,-3
COC(=O)[C@@H]1C[C@@]2(O)[C@@H](O)[C@@H](O)[C@@H](O)C[C@H]2N1CC(c1ccccc1)c1ccccc1,1,0,-0.1,-10,0.7,-0.9,-1.1,-2.0,-1,-5,-3
CCOc1ncccc1C(=O)Nc1ccc(C(=O)Nc2ccc(OC)cc2)cc1,0,4,1.0,-1,-0.4,-0.6,-0.5,-2.0,4,-6,21*
COc1ccc(N2CCN(C(=O)Cn3nnc(-c4ccccc4N)n3)CC2)cc1,-2,1,0.3,-6,0.8,-1.4,-2.1,-0.9,-2,0,1
CCc1nnc(NS(=O)(=O)c2ccc(NC(=O)c3cccc(OC)c3)cc2)s1,0,2,0.1,-10,0.8,3.4,-0.7,-0.8,-1,0,-4
N#Cc1ccccc1S(=O)(=O)Nc1ccc2c(c1)C(=O)OC2,1,2,-0.1,-3,-1.4,0.7,-1.7,-1.5,4,-4,-1
O=C(NCCCN1CCC(Cc2ccccc2)CC1)c1ccc2nc(N3CCOCC3)sc2c1,-3,4,0.7,-3,-0.4,0.0,-1.3,-2.1,3,-5,1
Cc1ccc(F)cc1NC(=O)C12CC3CC(C1)CC(n1cnc([N+](=O)[O-])n1)(C3)C2,-4,-2,-0.1,-2,2.1,-2.2,-1.4,-0.4,1,2,1
Cc1ccc(C(=O)NCC2CCCO2)cc1S(=O)(=O)N1CCCCC1 (centres undefined),-1,1,-2.5,-2,-0.9,-1.8,-1.4,-0.4,1,-4,1
CCC1(c2ccc(F)cc2)NC(=O)N(CC(=O)N2CCN(S(=O)(=O)c3ccc(Cl)cc3)CC2)C1=O (centres undefined),-1,2,0.5,-4,-1.2,0.3,-0.5,-0.2,3,1,2
CN(CP(=O)(O)CCc1ccccc1)S(C)(=O)=O,0,2,-0.1,4,0.6,2.1,-0.7,-1.0,5,0,-1
O=C(Nc1ccccc1)ON=C1CCCC1,0,3,0.8,3,4.1,3.3,-0.9,1.5,2,1,-7
CC1(C(=O)NS(=O)(=O)c2ccccc2)CCN1C(=O)CC1CC1 (centres undefined),-2,-5,0.3,1,·,5.9,-0.8,1.6,1,6,3
OC(c1cccc(Cl)c1)c1ncc(-c2ccccc2Cl)[nH]1 (centres undefined),5,0,0.3,-1,·,4.0,-0.5,2.3,4,1,2
Cc1nn(-c2ccccc2)c(C)c1/C=N/Nc1nc2ccccc2[nH]1,2,6,6.4*,-75,0.5,22*,1.8*,9.1*,-50,-3,7
NC(=O)c1ccccc1OCC(=O)NS(=O)(=O)c1ccccc1,-3,-3,-0.3,2,0.0,0.2,-1.0,-1.9,0,6,-2
Cc1ccc2ccc(C(Nc3ccccc3)c3ccc(F)cc3)c(O)c2n1 (centres undefined),8,1,-0.8,-13,·,1.3,-0.3,3.0,-11,2,4
Cc1c(NC(=O)c2nn(C(C)C)c(=O)c3ccccc23)c(=O)n(-c2ccccc2)n1C,0,-2,1.5,-2,-0.2,1.0,-1.8,-0.8,0,-3,-5
CCn1ccnc1CN(C)Cc1cn(-c2cc(C)ccc2C)nc1-c1ccccc1,2,-1,0.1,-1,0.5,2.5,-0.8,-1.2,1,1,-3
CCOC(=O)c1cc2c(c(-c3ccccc3)n1)[C@@H](CCO)N(S(=O)(=O)C(C)(C)C)C2,-2,0,0.1,0,-1.4,-1.2,-0.3,-0.2,1,-3,1
O=C(Nc1nnc(-c2ccc(F)cc2)s1)c1ccco1,-3,2,0.5,-6,-0.4,4.5,-0.4,1.2,2,1,0
CCN(C(=O)C=Cc1ccco1)c1ccccc1,-2,4,0.3,-14,-0.4,0.2,-1.0,-0.1,-8,6,-4

# Full records, looked up by structure. Order of screens: ADAM17 inh, SMARCA2 act, DAX1 inh-1, PLC-beta3 inh, DAX1 inh-2, hgDAF-12 ag, ssDAF-12 act, hcDAF12 agonist, PLCg1 inh, MBD2 DNA inh, NR1D1 modulator
# O=C(NCCCN1CCC(Cc2ccccc2)CC1)c1ccc2nc(N3CCOCC3)sc2c1 in the list: -3, 4, 0.7, -3, -0.4, 0.0, -1.3, -2.1, 3, -5, 1
# Cc1ccc(F)cc1NC(=O)C12CC3CC(C1)CC(n1cnc([N+](=O)[O-])n1)(C3)C2 in the list: -4, -2, -0.1, -2, 2.1, -2.2, -1.4, -0.4, 1, 2, 1
# CC1(C(=O)NS(=O)(=O)c2ccccc2)CCN1C(=O)CC1CC1 (centres undefined) in the list: -2, -5, 0.3, 1, ·, 5.9, -0.8, 1.6, 1, 6, 3

# Compound activity from PubChem.
